# N370S GC – inhibits or activates N370S mutant glucocerebrosidase; P04062; N370S GC spleen homogenate, 4MU-glucoside fluorescence; Potency, µM (series often up to 59.4 µM), without a hit: top-dose activity change, negative = inhibition, most hits filed as inhibitors; 0.092% of 330,000 active;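 note: 0% = full enzyme activity and -100% = no enzyme basal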
# FEN1 inhibitor – inhibitors of human flap endonuclease 1 | AID 588795 | Potency, µM (titrated, usually from 114 µM), for inactives: top-dose activity change, negative = inhibition, most hits filed as inhibitors | Recombinant FEN1 flap cleavage, fluorescence, 15 min | 0.35% of 390,000 active; note: nearly all actives have a fitted effect of over 65% in size
# Target sequence (P39748 whole entry, looked up): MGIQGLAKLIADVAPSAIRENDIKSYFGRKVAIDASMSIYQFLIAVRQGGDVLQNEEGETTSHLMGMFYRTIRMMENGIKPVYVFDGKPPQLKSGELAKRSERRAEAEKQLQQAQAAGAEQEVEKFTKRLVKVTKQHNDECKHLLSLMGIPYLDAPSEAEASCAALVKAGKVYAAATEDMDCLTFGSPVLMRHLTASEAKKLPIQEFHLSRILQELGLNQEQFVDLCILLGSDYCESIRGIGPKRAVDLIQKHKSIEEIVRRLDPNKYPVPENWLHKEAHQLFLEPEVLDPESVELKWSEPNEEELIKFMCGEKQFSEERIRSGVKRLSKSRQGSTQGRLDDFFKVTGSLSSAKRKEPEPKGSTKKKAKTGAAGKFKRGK
#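 FEN1 at 10 nM preincubated with compounds 15 min at room temperature, then flap DNA substrate added at 50 nM final. Signal read at 0 and 15 min; concentration-response fitted with four-parameter Hill equation.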
# TDP1 cell CPT – growth inhibition of DT40 Tdp1-/-;hTDP1 cells with camptothecin (screen for TDP1 inhibitors); chicken DT40 Tdp1-/-;hTDP1 cells + 20 nM CPT, ATP luminescence, 48 h; Potency, µM (doses to about 46.2 µM), for inactives: at the highest dose activity change, negative = growth inhibition, most hits filed as inhibitors; 12% of 420,000 active; AID 686979; note: nearly all actives have a fitted effect of over 55% in size
#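 Cell growth measured by CellTiter-Glo luminescence after a minimum 48 h, 37 C compound exposure with 20 nM CPT in Tdp1-knockout DT40 cells stably expressing hTDP1, seeded 400/well; qHTS titration format.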
# * marks the source's active call; other numbers are inactive results; ? = inconclusive; . = not tested or not shown; [ ] = remark or other dose. Calls come from the whole dose curve; as a rule, active = well fitted curve in the direction sought with a large enough effect; inconclusive = small, poorly fitted or top-dose-only effect, or another doubt; inactive = no such curve, though single readings can be large; an effect the other way counts as inactive or inconclusive. Unless noted, % is set by controls: 0 for no effect and ±100 for the full control effect; potency is the fitted concentration of half-maximal effect. Not all compounds are listed. The share of hits here may be higher or lower than overall.
# Results follow in this order: N370S GC | TDP1 cell CPT | FEN1 inhibitor
CCn1c(=O)cc(SCC(=O)NCc2cccc(Cl)c2)c2ccccc21
  . | ? | -24%
COC(=O)Cn1ncc2c3ccccc3n(Cc3ccccc3)c2c1=O
  23% | ? | -20%
CCSc1ncc(Cl)c(C(=O)Nc2c(C(=O)c3ccccc3)oc3ccccc23)n1
  . | 0% | -14%
COc1cccc(-c2cc(C(F)(F)F)n3nc(-c4ccc(C)cc4)cc3n2)c1
  . | -22% | -1%
Cc1cccc(NC(=O)c2ccc(S(=O)(=O)N3CCCCC3C)cc2)n1 (stereo unspecified)
  . | ? | -1%
C#CCOCCOCCOCCNc1nc(N2CCN(C(=O)[C@H](CCCCN)n3cc(CN)nn3)CC2)nc(N2CCN(C(=O)[C@H](CCC(=O)O)n3cc(CN)nn3)CC2)n1
  . | -4% | -2%
Cc1cccc(C(C)C)c1NC(=O)C(NS(=O)(=O)c1cccc2nsnc12)c1ccccc1 (stereo unspecified)
  . | ? | 6%
CC(C)=CCCC(C)CN1CCC(n2nccc2NC(=O)c2cccnc2)CC1 (stereo unspecified)
  -15% | -30% | -3%
CCCS(=O)(=O)c1nc(S(=O)(=O)c2ccc(C)cc2)c(NC(C)c2ccccc2)s1 (stereo unspecified)
  . | ? | -9%
CN1CCN(c2ncc3nc(CCc4ccccc4)c(=O)n(CCc4ccccc4)c3n2)CC1
  -28% | -71% | .
COc1ccc(CNC(=O)CN(C(=O)CCC(=O)Nc2nccs2)c2ccc3c(c2)OCO3)cc1
  -6% | -18% | 0%
COCCCn1c(SCC(=O)Nc2ccccc2)nnc1-c1ccncc1
  2% | -1% | 8%
Cc1ccc(C(=O)NC(=S)Nc2cc(-c3nc4ccccc4s3)ccc2C)cc1
  . | ? | -6%
C=C1CC2C(=O)N(Cc3cc(OC)ccc3OC)C(C(=O)OCC)C1N2C (stereo unspecified)
  0% | . | -14%
NCC1O[C@@H](OC2C(N)C[C@H](N)[C@@H](O[C@H]3OC(CO)C(O)C(N)C3O)C2O)C(O)C(O)C1O (stereo partly specified)
  -2% | 18% | .

# (list continues)
# Results follow in this order: N370S GC | TDP1 cell CPT | FEN1 inhibitor
Cc1cccc(Nc2c3c(nc4ncnn24)CCC3)c1
  -4% | -28% | -6%
COc1ccc2c(c1)CC(NC(=O)Nc1ccc(NC(C)=O)cc1)CO2 (stereo unspecified)
  . | -5% | -4%
Cc1cc(/C=C2\SC(=O)N(C)C2=O)c(C)n1-c1cccc(C(=O)O)c1
  -8% | -27% | -19%
Cn1cccc1Cc1nnc(SCC(=O)Nc2ccccc2)n1-c1ccc(F)cc1
  -4% | ? | 7%
CCC(O)(CC)C(=O)NN(C(=O)Nc1csc2c1CCCC2)c1ccccc1
  6% | -13% | -9%
O/N=C/c1cc2ccccc2n1Cc1ccccc1F
  -3% | -25% | 25%
NC(=O)COc1ccc(/C=N\NC(=O)c2ccc(-c3ccccc3)cc2)cc1
  -5% | -4% | -2%
COc1ccc(NC(=O)c2cccc(S(=O)(=O)NCc3ccco3)c2)c(OC)c1
  3% | -23% | 13%
COc1cc(OC)c(C2Nc3c(C)cccc3-c3cc(C)nn32)cc1OC (stereo unspecified)
  . | ? | 15%
COc1ccc(/C=C2\CCc3ccccc3C2=O)cc1OC
  11% | ? | 4%
COc1ccc2nc3c(cc2c1)c(NC(=O)c1cccs1)nn3CC(C)C
  6% | ? | -13%
COc1cc(C)ccc1OCCCCOc1ccccc1C(C)=O
  7% | 1.8µM* | -21%
COc1cccc(Cn2c(=O)cnc3cnc(OC)nc32)c1
  2% | 6% | .
CCN(CCNC(=O)CCCn1nc(C)n2c(cc3sccc32)c1=O)c1ccccc1
  -6% | 15µM* | 1%
CC(C)NC(=O)N1CCC2(CC1)CCN(C(=O)c1cccc(F)c1)CC2
  3% | 2% | .

# Following part.
# Results follow in this order: N370S GC | TDP1 cell CPT | FEN1 inhibitor
Cc1nn(C)c(C)c1/C=N/O
  0% | -10% | 7%
O=C(COc1ccccc1Cl)Nc1ccc2[nH]c(=O)[nH]c2c1
  -16% | 11% | 1%
Clc1ccccc1CSc1cnnc2ccccc12
  . | ? | 6%
O=C(NCc1cc(F)ccc1F)C1CCC(=O)N(C2CCCCCC2)C1 (stereo unspecified)
  6% | 19% | -4%
CN(CC1CCCN(CCc2ccc(Cl)cc2)C1)C(=O)c1ccc2nc[nH]c2c1 (stereo unspecified)
  -8% | ? | -7%
CC(/C=N/NC(=O)Cc1cccs1)=C\c1ccco1
  -14%[12.8 µM] | ? | 9%
Cn1c(N)nc2ccccc2c1=O
  -2% | 13% | -4%
C=C1CCN(C(CC(C)C)C(=O)NCc2ccc(Cl)cc2)S(=O)(=O)c2ccccc21 (stereo unspecified)
  -4% | . | -15%
O=C(NCCCN1CCC(Cc2ccccc2)CC1)C1CC(=O)N(C2CCCCCC2)C1 (stereo unspecified)
  -8% | ? | -1%
COc1cc(NC(=O)COC(=O)CNC(=O)c2ccc(Cl)cc2)c(C)cc1[N+](=O)[O-]
  6% | -1% | 1%
CCN(C(=O)c1cccnc1SC)C12CC3CC(CC(C3)C1)C2
  -1% | ? | 9%
O=C(O)c1cccc(NC(=S)NC(=O)c2ccc3ccccc3c2)c1
  -9% | 1% | -2%
CCN(CC)C(=O)Nc1ccc(Br)cc1
  2% | 9% | -2%
CCNc1nc(NCC)n2c(SCC(=O)Nc3ccccc3Cl)nnc2n1
  1% | -16% | 0%
O=C(CN1CCN(Cc2ccc(Cl)cc2)CC1)N1CCc2ccccc21
  -1% | ? | 7%

# Later entries.
# Results follow in this order: N370S GC | TDP1 cell CPT | FEN1 inhibitor
CC1(C)CC(=O)C(C=NC2CC(C)(C)NC(C)(C)C2)=C(O)C1
  3% | 3% | 6%
O=C(Cc1cccc2ccccc12)Nc1ccccc1C(=O)O
  -11% | -18% | -5%
Cn1c(=O)c([N+](=O)[O-])c(NCC(O)c2ccccc2)c2ccccc21 (stereo unspecified)
  4% | ? | -4%
CCN1CCC(NC(=O)Nc2ccc(F)cc2)CC1
  7% | ? | 7%
COC(=O)c1ccc(NC(=O)CN(CCc2ccccc2)S(=O)(=O)c2ccc(OC)cc2)cc1
  . | ? | 0%
Cc1cc(OC(F)F)ccc1NC(=O)Nc1ccc([N+](=O)[O-])cc1
  -14% | 15µM* | 19%
Cn1c(=O)[nH]c(=O)c2c1nc1n2CCCN1Cc1ccccc1
  1% | -12% | 16%
O=C(COc1ccc(S(=O)(=O)Nc2ccccc2)cc1)NCc1ccccn1
  1% | -22% | 6%
CC(C)c1ccc(NC(=S)NN2C(C)CCCC2C)cc1 (stereo unspecified)
  -24% | -2% | -21%
CC(=O)c1cccc(NC(=O)NC(C)c2ccncc2)c1 (stereo unspecified)
  -3% | 2% | 2%
CCOC(=O)CNC(=O)CSc1nc(N(C)C)nc(N2CCOCC2)n1
  4% | -4% | 2%
CN1C(=O)C(N=Nc2ccccc2C(=O)O)N(C)C1=S (stereo unspecified)
  -8% | -13% | -5%
O=C(Cn1nnc2ccccc2c1=O)Nc1cc(C(F)(F)F)ccc1N1CCOCC1
  -2% | -20% | -12%
CCn1c(SCC(=O)NC2CC2)nnc1-c1ccc(OC)cc1
  -8% | -9% | -1%
CC1CCCCN1C(=O)CN(C)S(=O)(=O)c1cccc2nsnc12 (stereo unspecified)
  -14% | 18% | -4%

# Fetched by structure from the entries so far, 6 records:
# Results follow in this order: N370S GC | TDP1 cell CPT | FEN1 inhibitor
Cc1cc(OC(F)F)ccc1NC(=O)Nc1ccc([N+](=O)[O-])cc1
  -14% | 15µM* | 19%
CN1C(=O)C(N=Nc2ccccc2C(=O)O)N(C)C1=S (stereo unspecified)
  -8% | -13% | -5%
CC(C)c1ccc(NC(=S)NN2C(C)CCCC2C)cc1 (stereo unspecified)
  -24% | -2% | -21%
O=C(Cn1nnc2ccccc2c1=O)Nc1cc(C(F)(F)F)ccc1N1CCOCC1
  -2% | -20% | -12%
CC(=O)c1cccc(NC(=O)NC(C)c2ccncc2)c1 (stereo unspecified)
  -3% | 2% | 2%
CCn1c(SCC(=O)NC2CC2)nnc1-c1ccc(OC)cc1
  -8% | -9% | -1%

# (further entries)
# Results follow in this order: N370S GC | TDP1 cell CPT | FEN1 inhibitor
CC(C)OCCCN1CC(=O)N2C(c3cccc([N+](=O)[O-])c3)c3[nH]c4ccccc4c3C[C@H]2C1=O (stereo partly specified)
  -4% | ? | 2%
Nc1[nH]n(-c2ccccc2)c(=O)c1N=Nc1ccccc1
  7% | ? | -12%
c1ccc(-n2ncc3c2ncn2nc(-c4ccco4)nc32)cc1
  0% | ? | 3%
O=C(NCCSCc1c(F)cccc1Cl)Nc1ccccc1
  4% | -28% | 0%
COc1ccc(/C=C/C(=O)c2cc3cccc(OC)c3oc2=O)cc1
  6% | ? | -3%
Cc1ccc(CNC(=O)c2ccc(Cn3c(=O)c4ccccc4n(CC(=O)Nc4c(C)cc(C)cc4C)c3=O)cc2)cc1
  . | 6.5µM* | -6%
Cc1ccc(C(C(=O)NC2CCCCC2)N2CCCC2)cc1 (stereo unspecified)
  4% | -5% | 8%
CCC(=O)Nc1sc2c(c1C#N)CCCCC2
  12% | -19% | 14%
Cc1ccc(-c2cc(Cc3ccc(F)cc3)c(=O)[nH]n2)cc1
  11% | ? | -6%
c1ccc(-c2cn3c(n2)CCC3)cc1
  -5% | -14% | 10%
Cc1ccc(Cn2c(C(=O)O)c(CNCc3ccc(C)o3)c3ccc(C)cc32)cc1
  . | ? | 11%
O=C(NCc1ccccc1)c1nc[nH]c1C(=O)N1CCN(c2ccccc2)CC1
  . | -6% | 20%
C/C(CC(C)C)=N\Nc1ccc(S(N)(=O)=O)cc1[N+](=O)[O-]
  11% | -1% | -16%
Cc1ccc(S(=O)(=O)Nc2cccc(/C=C/C(=O)O)c2)cc1
  0% | 5% | 0%
CC(=O)CSc1nnc(-c2ccncc2)n1C
  . | 15% | 4%

# Limited to FEN1 inhibitor and N370S GC, for two of the compounds above:
mol	FEN1 inhibitor	N370S GC
Cc1ccc(CNC(=O)c2ccc(Cn3c(=O)c4ccccc4n(CC(=O)Nc4c(C)cc(C)cc4C)c3=O)cc2)cc1	-6%	.
CC(C)OCCCN1CC(=O)N2C(c3cccc([N+](=O)[O-])c3)c3[nH]c4ccccc4c3C[C@H]2C1=O (stereo partly specified)	2%	-4%

# Continuation:
# Results follow in this order: N370S GC | TDP1 cell CPT | FEN1 inhibitor
Brc1ccc(-c2csc(N/N=C/c3ccc4c(c3)OCO4)n2)cc1
  4% | ? | -5%
O=C(O)C1CCCCC1C(=O)Nc1ccccc1F (stereo unspecified)
  18% | -9% | -3%
Cc1ccc(NC(=O)[C@H](Cc2ccccc2)NC(=O)C2CCNCC2)cc1
  -22% | -4% | -12%
Cc1cccc(NC(=S)NC(=O)C(c2ccccc2)c2ccccc2)n1
  . | -28% | -3%
COc1ccccc1OCCCCCCN1CCOCC1
  -4% | -11% | 0%
O=C(NCC1CCCO1)c1ccc2c(c1)N(Cc1ccc(F)cc1Cl)C(=O)CS2 (stereo unspecified)
  1% | ? | 0%
O=C(O)CCC(=O)N(Cc1ccco1)c1nc(-c2ccccc2)cs1
  -1% | -5% | -10%
Cc1ccc(NC(=O)CNC(=O)COc2ccccc2)nc1
  -1% | -1% | 3%
CCCCCCCCOc1ccc(C2OC34CCCCC3C(C#N)(C#N)C2(C#N)C(=N)O4)cc1 (stereo unspecified)
  ? | ? | -20%
CCN(CC(=O)Nc1cc(Cl)ccc1C)C(=O)CCS(=O)(=O)c1ccc(C)cc1
  -5% | -8% | 5%
CC(C)(C)C(=O)Nc1ccc(C(=O)N/N=C/c2ccccc2OC(=O)c2ccccc2)cc1
  2% | 6.5µM* | -3%
CC(C)(C)NC(=O)CCCCCCCC(=O)NC(C)(C)C
  -9% | -3% | 19%
Cc1ccnc(NC(=O)C2CCN(S(=O)(=O)c3cccc4nsnc34)CC2)c1
  4% | -6% | -11%
CCC(=O)NC1Cc2ccccc2C(c2ccccc2)C1 (stereo unspecified)
  9% | -29% | .
O=C(c1ccc(S(=O)(=O)Nc2ccc(F)cc2)cc1)N1CCN(c2ccccn2)CC1
  -6% | ? | -14%

# (next part)
# Results follow in this order: N370S GC | TDP1 cell CPT | FEN1 inhibitor
Cc1ccc(S(=O)(=O)N2CCN(S(=O)(=O)N3CCOCC3)CC2)cc1
  -4% | -18% | -2%
CC(C)C(C(=O)NC1CCCC1)N(Cc1ccco1)C(=O)CNS(=O)(=O)c1ccccc1 (stereo unspecified)
  3% | -11% | 0%
CCN1C(=O)/C(=C2/C=CC=CN2C)OC1=S
  4% | ? | 0%
Cc1sc2ncn3ncnc3c2c1C
  ? | -28% | -7%
O=C(NC1CC1)C1CCN(C2CCN(Cc3ccccc3C(F)(F)F)CC2)CC1
  -9% | -13% | -1%
COc1ccc(CN(C)CC2CCCN(CCc3ccc(Cl)cc3)C2)cc1OC (stereo unspecified)
  -14% | ? | 3%
